Bioassay records (PubChem)
H37Rv inhibition: M. tuberculosis growth inhibition, HTS (AID 449762) | M. tuberculosis H37Rv growth inhibition, 7H9 media; higher % means a stronger effect | 330,000 compounds, 0.59% hits | inhibition, % at 25 µM, or IC50 in µM where a hit was titrated; in the data active = a potency from the dose series; inconclusive = inhibition above about 70% without an active follow-up result;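 note: bacterial growth assessed after seven days of incubation; strong numbers were not always called active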
H1N1 NS1A inhibition: H1N1 influenza NS1A inhibitors, functional cell based assay (AID 504329); inhibition, % at 12.5 µM, or IC50 in µM where a hit was titrated; 340,000 compounds, 0.3% hits; NS1A functional cell-based assay, percent inhibition; higher % means a stronger effect; in the data active = a potency from the dose series; inconclusive = inhibition above about 27% without an active follow-up result; note: strong numbers were not always called active
Salmonella PhoP GFP: PhoP regulon inhibitors, Salmonella typhi PhoP promoter GFP reporter, confirmatory (AID 1850) | Salmonella Typhi PhoP-promoter GFP reporter, fluorescence, 4 h; higher % means a stronger effect | inhibition, % at 50 µM, or IC50 in µM where a hit was titrated | 310,000 compounds, 0.33% hits; in the data active = a potency from the dose series; inconclusive = inhibition mostly from about 25% at the one dose, without a potency; inactive = the rest, 99 in 100 with inhibition below about 19%;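 note: 0% = induced wells with vehicle and 100% = uninduced wells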
tuberculosis growth: growth inhibition of non-replicating M. tuberculosis (AID 488890) | one-dose inhibition, % at 25 µM; IC50 in µM for titrated hits | 320,000 compounds, 0.39% hits | Mycobacterium tuberculosis non-replicating, growth inhibition; higher % means a stronger effect; in the data active = a potency from the dose series; inconclusive = inhibition mostly from about 82% at the one dose, without a potency; inactive = the rest, 99 in 100 with inhibition below about 76%;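 note: plate controls were DMSO cells for no effect and high antibiotic wells for full effect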
VEEV TC-83 Vero: inhibitors of VEEV TC-83 cytopathic effect, confirmation, Vero cells (AID 588727); one-dose inhibition, % at 20 µM; IC50 in µM for titrated hits; 350,000 compounds, 0.13% hits; Vero cells, VEEV TC-83 cytopathic effect inhibition; higher % means a stronger effect; in the data active = a potency from the dose series; inconclusive = inhibition mostly from about 14% at the one dose, without a potency; inactive = the rest, 99 in 100 with inhibition below about 12%; note: strong numbers were not always called active
VEEV TC-83 Vero 10K pilot screen: second read-out of VEEV TC-83 Vero, no call of its own (marks repeat the call); inhibition, %; measured here: 10K pilot screen inhibition
Numbers without * were called inactive; i = inactive; ? = inconclusive; / = not tested or not shown; & = joins results of further samples.

The opening two entries as a preview:
SMILES | H37Rv inhibition | H1N1 NS1A inhibition | Salmonella PhoP GFP | tuberculosis growth | VEEV TC-83 Vero | others
CC(C)(C)c1ccc(/C=N/NC(=S)Nc2cccnc2)cc1 | -2% | / | 4% | -6% | /
COc1ccc(NC(=O)c2ccc(Br)o2)c([N+](=O)[O-])c1 | 5% | 9% | -1% | 9% | 0.7%

This part in full, from the start:
SMILES | H37Rv inhibition | H1N1 NS1A inhibition | Salmonella PhoP GFP | tuberculosis growth | VEEV TC-83 Vero | others
CC(C)(C)c1ccc(/C=N/NC(=S)Nc2cccnc2)cc1 | -2% | / | 4% | -6% | /
COc1ccc(NC(=O)c2ccc(Br)o2)c([N+](=O)[O-])c1 | 5% | 9% | -1% | 9% | 0.7%
O=C(Cc1cccc(NC(=O)C2CCCN(C(=O)CCc3ccccc3)C2)c1)Nc1cccc(C(=O)N2CCOCC2)c1 (configuration not stated) | / | -2% | / | / | 0.7%
CCOC(=O)CSc1nnc(CSc2nc3sc4c(c3c(=O)[nH]2)CCC4)n1C | -1% | -6% | 8% | 3% | 2.6%
CC(C)CCN1CC(C(=O)NC(C)C)CC1=O (configuration not stated) | -7% | -15% | -2% | -6% | 1.3%
O=C(CNC(=S)N(Cc1ccccc1)Cc1cccnc1)NC1CCCCC1 | -2% | 1% | -4% | 29% | 3.5%
CC1=C(C(=O)OCC2CCCO2)C(c2ccccc2Cl)NC(=O)N1 (configuration not stated) | -8% | -12% | -18% | 6% | 1.0%
Cc1cccc(C(=O)NC2CCN(CC(=O)Nc3ccc4c(c3)OCO4)CC2)c1 | 6% | 4% | 8% | 12% | 1.2%
CC(=O)NS(=O)(=O)c1ccc(NC(=O)c2ccc(NC(=O)c3cccs3)cc2)cc1 | -7% | -3% | / | -23% | 0.7%
Cc1[nH]c(=O)c(C(=O)/C=C/c2ccccc2F)c2c1CCCC2 | 58% | 4% | -1% | 67% | 7.7%
CC(C)NC(=O)NC(=O)CSc1nnc(C(F)(F)F)n1C | -15% | -10% | -2% | -12% | 0.6%
Cc1cc(NC(=O)CCC(=O)N(c2cccc(F)c2)C(C(=O)NC2CCCC2)c2ccc(C)o2)no1 (configuration not stated) | 3% | -3% | -5% | 7% | 0.4%
CCOC(=O)N1CC=C2C(C#N)=C(N)C(C#N)(C#N)[C@H](c3ccc(OCC)c(OCC)c3)[C@H]2C1 | -1% | 1% | -12%&-3% | 20% | 1.3%
CC(C)(C)OC(=O)[C@H](Cc1ccccc1)NC(=O)c1nc[nH]c1C(=O)NC1CCN(C(=O)OC(C)(C)C)CC1 | -1% | 3% | 2% | 60% | 25%
COc1cccc(OCCNC(=O)c2cc([N+](=O)[O-])cc([N+](=O)[O-])c2)c1 | ? | -1% | 7% | 0.49µM* | i
Cc1cc(Oc2ccccc2)nc(SCC(N)=O)n1 | -10% | -7% | 2% | -19% | 0.1%
Cc1cc(NC(=O)Nc2cccc([N+](=O)[O-])c2)no1 | 1% | 2% | 8% | 2% | 0.6%
CC(=O)c1cccc(S(=O)(=O)N(Cc2cc3cc4c(cc3[nH]c2=O)OCCO4)CC2CCCO2)c1 (configuration not stated) | 10% | -5% | 0% | -2% | 0.3%
COc1cc(/C=N/Nc2ccccc2[N+](=O)[O-])ccc1OC(=O)c1ccccc1F | 7% | -11% | -4% | 37% | 0.8% | VEEV TC-83 Vero 10K pilot screen=1.5
CN(c1cccc(NS(=O)(=O)c2cccc([N+](=O)[O-])c2)c1)S(C)(=O)=O | -4% | 1% | 6% | -1% | 0.7%
CCS(=O)(=O)N1CCC(C(=O)NCc2cccnc2)CC1 | 2% | -13% | -11% | -7% | 0.7%
CCn1c(SCc2cccc(C(F)(F)F)c2)nnc1-c1ccco1 | 2% | 3% | -1% | 19% | 1.6%
O=C(COC(=O)C1(c2ccc(Cl)cc2)CCCC1)Nc1ncc(C(F)(F)F)cc1Cl | 5% | -10% | -1% | 64% | 2.3%
O=C(Nc1nccs1)c1cc(S(=O)(=O)N2CCCCC2)ccc1Cl | 7% | -6% | -1% | -2% | 0.5%
CCOc1ccc(N(CC)S(=O)(=O)c2cccc3nsnc23)cc1 | 4% | 0% | -12% | -5% | 0.9%
Cc1noc(C)c1CSc1ncnc2sc3c(c12)CCCCC3 | -5% | -4% | -7% | 15% | i
O=C(O)C/C(=C\c1cc(Br)cs1)c1nc2ccccc2o1 | 1% | -12% | -10% | 9% | 2.6%
CCOC(=O)c1sc(NC(=O)CSc2nnnn2-c2ccc(C)c(C)c2)nc1C | 3% | -12% | -15% | -3% | 0.7%
CC(CNC(=O)C1CCCN(S(=O)(=O)N2CCOCC2)C1)c1ccccc1 (configuration not stated) | 1% | 0% | 3% | 8% | 3.9%
CN1C(=O)N(C)C(=O)C2(Cc3c(ccc4ccccc34)N(C)C2)C1=O | -2% | 6% | -4% | 10% | 7.0%
CCCOc1cc(C)nc(-c2ccccc2O)n1 | -1% | -6% | 4% | 10% | 0.6%
Cc1cc(C=O)c(C)n1-c1ccc2c(c1)OCO2 | 6% | 15% | 3% | 0% | 1.2%
COc1ccc(S(=O)(=O)Nc2cccc(S(=O)(=O)N3CCCCCC3)c2)cc1 | -7% | 0% | 5% | 12% | 0.2%
CC(=O)Nc1nc2cccc([N+](=O)[O-])c2s1 | 3% | 4% | 6% | 50% | 8.9%
CCCC(=O)N1c2ccccc2C(=C2SC(C(=O)OC)=C(C(=O)OC)S2)C(=S)C1(C)C | 7% | 10% | 3% | 20% | 12%
CN(CCCNC(=O)CSc1cc(=O)n(C)c2ccc(Cl)cc12)Cc1ccccc1 | -12% | 3% | 19% | 29% | 9.0%
Nc1ncnc2c1ncn2C1OC(COP(=O)(O)O)C(O)C1O (configuration not stated) | -3% | 0% | -10% | -19% | 1.6%
COC(=O)CCC(=O)OC1(C)C(=O)C=C2C=C3CCCN3C=C2C1=O (configuration not stated) | 3% | -17% | 3% | -8% | 1.4%
CCOC(=O)c1sc(NC(=O)CCCCCN2C(=O)c3cccc4cccc(c34)C2=O)nc1C | / | -13% | / | / | i
Cc1ccccc1CC(=O)Nc1cc(C(C)(C)C)on1 | 6% | -2% | 1% | 2% | 1.2%
CCOc1ccc2[nH]c(S(=O)(=O)CC)nc2c1Cl | -14% | -1% | -1% | -3% | i
O=c1ccc(Oc2nc(N3CCOCC3)nc(N3CCOCC3)n2)n[nH]1 | -4% | 6% | -1% | 4% | i
CCCS(=O)(=O)N1CCCC(C(=O)N2CCOCC2)C1 (configuration not stated) | -10% | -15% | -1% | -16% | 0.1%
CCOC(=O)C1(C/C(C)=N/NC(N)=O)CC(C)OC1=O (configuration not stated) | 4% | 0% | 20% | -3% | 0.7%
CCOc1ccccc1N1CCN(C(=O)CCNS(=O)(=O)c2ccccc2F)CC1 | 5% | -5% | 6% | 2% | 8.7%
CCOCCCNC(=O)C1CCN(c2cc(C)nc3c(-c4ccc(OC)c(OC)c4)c(C)nn23)CC1 | -6% | -5% | 6% | 17% | i
Cc1cc(Cl)ccc1NC(=O)CCN1C(=O)C2CCCCC2C1=O (configuration not stated) | -2% | -16% | / | -1% | 3.5%
COCc1cc([C@@H]2C[C@H]3CN(c4ccccc4)C(=O)[C@]34CCCN24)ccc1OC | 1% | 3% | -14% | 15% | 0.0%
Clc1ncnc2c1oc1ccccc12 | -6% | 11% | 1% | -2% | 3.6%
COC(=O)CCC(=O)Nc1ccc(N=Nc2ccccc2)cc1 | 10% | 16% | -17% | 17% | 0.5%
O=C(NC1CCCC1)c1ccc2c(c1)N(Cc1ccccc1)CCS2 | 7% | 3% | -10% | -2% | 1.6%
Cn1c(SCC(=O)c2ccc(F)cc2)nnc1-c1ccccc1N | -3% | -4% | 3% | 3% | 3.4%
CCC(C)(C)NC(=O)C(c1ccncc1)N(C(=O)c1sc(C)nc1C)c1ccc(F)cc1 (configuration not stated) | -1% | -8% | 4% | 2% | 0.7%
Cc1ccc(C(=O)COC(=O)c2n[nH]c(=O)c3ccccc23)cc1 | 11% | -8% | -6% | 8% | 0.5%
NC(=O)CSc1nc2ccccc2nc1SCC(N)=O | -7% | 3% | -9% | -7% | i
NC(=O)c1ccc(NS(=O)(=O)c2ccc(Br)s2)cc1 | -7% | 1% | / | 16% | 1.7%
CC1CC(c2ccccc2)n2nc(NC(=O)CCc3ccccc3)nc2N1 (configuration not stated) | -11% | -30% | -4% | 49% | 0.3%
COc1ccc(S(=O)(=O)N(C)C)cc1NC(=O)C1CCN(c2ncnc3sc(C)c(C)c23)CC1 | / | -14% | / | / | 9.3%
CC(C)(C)c1ccc(C(=O)N2CCCN(c3ccc([N+](=O)[O-])cn3)CC2)cc1 | 1% | -19% | 7% | 65% | i
CCN1CCCC1CNC(=O)CCNC(=O)c1cc(OC)c(OC)c(OC)c1 (configuration not stated) | -6% | 11% | -1% | -16% | 2.2%

Sorted by count of non-hydrogen atoms (low to high): 14 of the compounds above.
SMILES | H37Rv inhibition | H1N1 NS1A inhibition | Salmonella PhoP GFP | tuberculosis growth | VEEV TC-83 Vero | others
Clc1ncnc2c1oc1ccccc12 | -6% | 11% | 1% | -2% | 3.6%
NC(=O)c1ccc(NS(=O)(=O)c2ccc(Br)s2)cc1 | -7% | 1% | / | 16% | 1.7%
CCCS(=O)(=O)N1CCCC(C(=O)N2CCOCC2)C1 (configuration not stated) | -10% | -15% | -1% | -16% | 0.1%
COC(=O)CCC(=O)Nc1ccc(N=Nc2ccccc2)cc1 | 10% | 16% | -17% | 17% | 0.5%
Cc1cc(Cl)ccc1NC(=O)CCN1C(=O)C2CCCCC2C1=O (configuration not stated) | -2% | -16% | / | -1% | 3.5%
O=C(NC1CCCC1)c1ccc2c(c1)N(Cc1ccccc1)CCS2 | 7% | 3% | -10% | -2% | 1.6%
O=c1ccc(Oc2nc(N3CCOCC3)nc(N3CCOCC3)n2)n[nH]1 | -4% | 6% | -1% | 4% | i
CC1CC(c2ccccc2)n2nc(NC(=O)CCc3ccccc3)nc2N1 (configuration not stated) | -11% | -30% | -4% | 49% | 0.3%
CCN1CCCC1CNC(=O)CCNC(=O)c1cc(OC)c(OC)c(OC)c1 (configuration not stated) | -6% | 11% | -1% | -16% | 2.2%
COCc1cc([C@@H]2C[C@H]3CN(c4ccccc4)C(=O)[C@]34CCCN24)ccc1OC | 1% | 3% | -14% | 15% | 0.0%
CCOc1ccccc1N1CCN(C(=O)CCNS(=O)(=O)c2ccccc2F)CC1 | 5% | -5% | 6% | 2% | 8.7%
CCC(C)(C)NC(=O)C(c1ccncc1)N(C(=O)c1sc(C)nc1C)c1ccc(F)cc1 (configuration not stated) | -1% | -8% | 4% | 2% | 0.7%
COc1ccc(S(=O)(=O)N(C)C)cc1NC(=O)C1CCN(c2ncnc3sc(C)c(C)c23)CC1 | / | -14% | / | / | 9.3%
CCOCCCNC(=O)C1CCN(c2cc(C)nc3c(-c4ccc(OC)c(OC)c4)c(C)nn23)CC1 | -6% | -5% | 6% | 17% | i

(continued)
SMILES | H37Rv inhibition | H1N1 NS1A inhibition | Salmonella PhoP GFP | tuberculosis growth | VEEV TC-83 Vero | others
CC(C)CC(=O)NC(=S)Nc1nc(-c2cccc3ccccc23)cs1 | 12% | 4% | 14% | 1% | 3.3%
COc1cc(/C=N/n2cnnc2)ccc1OCC(=O)N1CCOCC1 | -2% | -5% | -4% | -11% | i
Nc1nc(SCCO)[nH]c(=O)c1NC(=O)c1ccc(Br)o1 | 7% | -5% | -3% | 7% | 1.8%
O=C(COC(=O)CNC(=O)c1ccc(F)cc1)Nc1cccc(S(=O)(=O)N2CCCC2)c1 | 0% | -1% | 3% | -7% | 2.5%
CC(C)(C)c1ccc(S(=O)(=O)N2CCN(CC(O)COCC3CCCO3)CC2)cc1 (configuration not stated) | 8% | -2% | / | 35% | 2.2%
Cc1ccc[n+](C(C)C(=O)c2ccc(Cl)cc2)c1 (configuration not stated) | 4% | 0% | 2% | -5% | 0.5%
COc1ccc(-n2nc(C(=O)NCC(=O)NC3CCCC(C)C3C)c3ccccc3c2=O)cc1 (configuration not stated) | 8% | 0% | -1% | 14% | 9.7%
